# PriA SSB inh = inhibitors of Klebsiella pneumoniae PriA binding to SSB C-terminal tail, primary screen, biochemical, AlphaScreen; PriA–SSB C-terminal tail interaction (Klebsiella pneumoniae); AlphaScreen SSBct-PriA binding, biotinylated peptide; inhibition, % at 33 µM; 0.6% of 430,000 active; AID 1272365, 2023; in the data active = inhibition mostly above about 37%, no sharp cut-off; inactive = mostly below about 20%;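 also: plate controls were negative control peptide for no effect and reference peptide for full effect; strong numbers were not always called active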
# Anthrax LF inh2 = Bacillus anthracis LF protease inhibitors, primary screen, biochemical, multiplex microsphere, MLPCN library; inhibition, % at 10 µM; Lethal factor (Bacillus anthracis), P15917; multiplex microsphere protease cleavage assay; 0.12% of 360,000 active; also: plate controls were buffer without enzyme for full effect and enzyme alone for no effect
# PfHsp40 yeast = rescue of yeast from PfHsp40 toxicity, primary screen, S. cerevisiae, ATP luminescence; growth rescue, % at 12.5 µM; S. cerevisiae expressing PfHsp40, growth rescue; 0.68% of 340,000 active; in the data active = growth rescue above about 28%, passing the limit was not always enough; inconclusive = no clear call, values can overlap the other calls;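 also: yeast W303a lacking pdr1 and pdr3 grown in galactose medium; growth measured after three days at 30 °C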
# BH1578 lux ind = inducers of Vibrio cholerae quorum light production without autoinducers, primary screen, BH1578 luxS cqsA deficient, single point. V. cholerae BH1578 lux reporter, luminescence, 6 h. activation, % at 18.7 µM. 0.16% of 350,000 active. AID 588436, 2011; in the data active = activation mostly above about 9.7%, no sharp cut-off; inconclusive = no clear call, values can overlap the other calls; inactive = mostly below about 3.7%; also: not every result past the cut was called active; inactives centre near 0; reference of the scale not given here
# TcdB GH inh = TcdB glycohydrolase inhibitors, primary screen, biochemical, single point, plate reader; inhibition, % at 9.99 µM; TcdB glycohydrolase enzymatic assay; 0.24% of 350,000 active; in the data active = inhibition above about 10%
# DUSP3 inh = VHR1 phosphatase inhibitors, primary screen, biochemical, absorbance, uHTS; 0.52% of 290,000 active; recombinant VHR phosphatase, pNPP absorbance; inhibition, % at 13.3 µM; in the data active = inhibition above about 50%; also: some compounds called inactive have numbers as strong as hits
# CCHF vOTU inh = CCHFV vOTU protease inhibitors, primary screen, biochemical, Pep-AMC substrate, fluorescence; Crimean-Congo hemorrhagic fever virus L polyprotein viral ovarian tumor (vOTU) protease …; inhibition, % at 11.5 µM; 0.55% of 370,000 active; in the data active = inhibition above about 30%; also: 0% = vehicle wells with enzyme and 100% = no enzyme wells
# BoNT A protease = BoNT/A light chain protease inhibitors, primary screen, biochemical, flow cytometry, MLPCN library; multiplex microsphere protease substrate cleavage; Botulinum neurotoxin type A light chain protease (Clostridium botulinum A str. ATCC 3502); 0.17% of 360,000 active; AID 588499, 2011; inhibition, % at 10 µM; also: plate controls were buffer without enzyme for full effect and enzyme alone for no effect
# Yp Topo-I inh = Yersinia pestis topoisomerase I inhibitors, primary screen, biochemical, cleavage product accumulation, plate reader, single point. DNA topoisomerase I (Yersinia pestis CO92). Y. pestis Topo-I cleavage product accumulation. activity, % at 10 µM. 0.064% of 360,000 active; in the data active = activity above about 50%, passing the limit was not always enough; inconclusive = no clear call, values can overlap the other calls; also: inactives centre near 2
# 3CLpro inhibitor = SARS-CoV 3CLpro protease inhibitors, primary screen, biochemical, quenched FRET; Replicase polyprotein 1ab (Severe acute respiratory syndrome coronavirus), P0C6X7; recombinant SARS-CoV 3CLpro, quenched FRET peptide cleavage; inhibition, % at 6 µM; 0.14% of 290,000 active; in the data active = inhibition above about 12%
# * = called active by the depositor; i = inactive; ? = inconclusive; nt = no result given; & = joins results of further samples. Rule as the data show it, unless noted: active = inhibition above about 30%; inconclusive = no clear call, values can overlap the other calls; inactive = below that.
SMILES,PriA SSB inh,Anthrax LF inh2,PfHsp40 yeast,BH1578 lux ind,TcdB GH inh,DUSP3 inh,CCHF vOTU inh,BoNT A protease,Yp Topo-I inh,3CLpro inhibitor
CN1CCN(c2ccc(NC(=O)COc3ccccc3[N+](=O)[O-])cc2)CC1,-14.4,-5.0,-1.1,-0.5,-0.4,1.2,0.8,-0.1,-4.1,-4.4
COc1ccc(C2=NOC(C(=O)NCCN3CCOCC3)C2)cc1 (stereo unspecified),-12.0,-0.2,0.6,-0.4,nt,13.9,-2.4,-1.7,3.8,0.8
COc1cccc(OC)c1NC(=O)Cn1nc(C)c2ccccc2c1=O,-0.9,-2.6,1.6,i,0.7,24.0,-6.1,-0.5,3.9,6.3
C(=N/Nc1nccs1)/c1cccnc1,nt,3.6,0.4,-0.5,0.2,15.4,-1.6,-0.6,-2.4,3.6
COc1cccc(OCCNS(=O)(=O)c2ccccc2[N+](=O)[O-])c1,8.4,-10.7,0.2,1.0,1.7,nt,0.3,0.1,-1.2,nt
CCOc1ccc2cc(C#N)c(SCC(=O)OC)nc2c1,-9.4,3.5,0.6,-0.7,nt,-2.5,-6.3,0.7,-6.9,1.6
Cc1cc(C(=O)N/N=C/c2ccc(-c3cccc(Cl)c3)o2)n[nH]1,i,?,0.3,-0.2,0.0,35.5,-8.2,-3.0,22.2,5.5
CC(=O)c1ccc(N2CCN(C(=O)CCCn3c(=O)[nH]c4ccccc4c3=O)CC2)cc1,-1.4,-8.6,0.1,-2.4,0.1,16.0,21.2,-0.4,10.5,7.2
O=C(CSc1n[nH]c(-c2ccccc2)n1)NCc1cccc(C(=O)O)c1,0.9,-8.9,-1.2,-0.1,-1.1,7.3,3.0,-1.3,2.2,-3.7
O=C(Nc1cccc(NC(=O)c2ccc3c(c2)OCO3)c1)c1ccccc1,7.4,-2.7,1.8,i,0.6,6.9,16.8,-0.6,7.8,-3.6
O=C(NCc1ccco1)c1ccc2c(c1)C(=O)c1ccccc1-2,-2.3,-0.8,2.8,-3.3,nt,-2.1,-0.1,0.3,-4.5,3.2
O=C(CCCOc1ccc(Cl)cc1Cl)N/N=C/c1ccccc1,nt,-1.1,6.2,-0.2,4.2,-7.5,-3.2,-0.4,14.0,5.1
Cc1ccc(C(C(=O)NC2CCCCC2)N(C(=O)Cc2c[nH]c3ccccc23)c2ccccc2C)o1 (stereo unspecified),-27.5,-2.0,-0.1,-0.1,nt,-6.7,-13.5,-0.2,6.1,-3.8
CC12CCC(=O)C=C1CCC1C2CCC2(C)C1CCC2(O)CC#N (stereo unspecified),-7.6,2.8,-0.7,i,-1.8,nt,-10.3,-0.2,-6.3,nt
CC(C)Nc1nc(NC(C)C)nc(OCCOC(=O)Nc2ccccc2)n1,-2.0,0.3,-0.4,-0.4,nt,10.4,-2.9,-0.3,-1.6,7.8
COc1ccc(C(=O)Nc2ccc(N3CCCC3)cc2)cc1OC,6.2,nt,-2.5,-0.7,0.1,-7.8,-8.2,nt,2.6,1.1
Oc1cccc2c(NC(=S)Nc3ccc(OC(F)F)cc3)cccc12,54.1*,0.2,-0.8,i,1.7,-4.5,3.9,0.4,-8.4,2.7
COc1ccc(CC(=O)Nc2cccc(S(=O)(=O)N3CCOCC3)c2)cc1OC,-2.5,-2.7,-0.3,i,0.2,nt,-6.8,0.3,-3.0,nt
COCc1cccc(NC(=O)CCc2ccccc2)c1,-12.9,-7.0,0.2,i,2.2,6.0,-2.6,0.4,-3.7,0.5
Cc1cccc(C)c1-n1ncc(C(=O)NC2CCCC2)c1C1CCNCC1,-19.4,1.6,1.5,i,1.6,-2.2,2.4,3.0,-8.0,-3.7
COc1cccc(/C=C/c2ccc3cccc(O)c3n2)c1OC,-6.8,-8.7,-1.2,-0.5,0.3,10.0,-2.5,2.4,21.6,-0.7
Nc1ccccc1-[n+]1c(-c2ccccc2)cc(-c2ccccc2)cc1-c1ccccc1,12.5,0.9,2.3,-2.4,0.7,6.1,9.5,0.9,14.4,3.3
COc1cccc(/C=N/NC(=O)c2c(C)nc3ccc(Br)cn23)c1,nt,1.9,0.7,i,0.4,6.9,-6.6,-1.1,10.4,-2.3
CN(C)c1nc(=NCc2ccco2)ss1,-16.0,-5.4,0.0,-0.6,nt,5.1,nt,4.0,-6.5,0.3
O=C1c2ccccc2C(O)N1CCN1CCOCC1 (stereo unspecified),0.2,-11.5,-0.5,-0.9,1.2,30.5,2.5,-0.9,4.4,-2.0
Cc1cc(/C=C2\C(=N)N3N=C(CC(=O)N4CCOCC4)SC3=NC2=O)c(C)n1-c1ccccc1,-0.7,-1.5,0.6,-5.9,1.7,1.8,10.2,0.4,12.6,-2.1
CCCCCC(=O)N1C[C@@H](O)[C@H](n2cc(-c3ccc(F)cc3)nn2)C[C@@H]1c1ccc(C)cc1,nt,-11.7,nt,-0.2,0.9,nt,14.0,-0.2,19.5,nt
COc1ccc(-c2csc(N(CCCN3CCOCC3)C(=O)CCl)n2)cc1,13.0,-6.1,0.0,-0.2,4.2,2.3,-6.1,1.6,0.0,-0.7
COc1ccc(F)cc1S(=O)(=O)n1nc(C)cc1C,0.4,5.6,-0.2,-0.6,1.1,-16.3,-14.1,2.8,-5.3,-4.3
CC(C)[C@H]1C=C(C(=O)O)O[C@@H](OCCCCO)C1,-6.8,-2.1,55.9*,i,0.1,3.3,-2.5,0.4,5.9,nt
O=S(=O)(c1cnc[nH]1)N1CCN(C(c2ccc(F)cc2)c2ccc(F)cc2)CC1,-1.3,0.8,-0.5,-1.0,0.0,3.7,4.0,-1.4,6.5,4.8
Cc1ccc(CS(=O)(=O)Cc2ccc(C(=O)NCc3cccs3)o2)cc1,-3.6,-4.2,1.9,i,2.0,20.7,19.0,-0.7,-4.6,3.2
O=C(Nc1ccc(C(F)(F)F)cc1)c1ccc2nc[nH]c2c1,-8.5,0.8,-1.0,i,0.5,-11.3,2.8,0.5,-9.4,1.5
CCCC(C(=O)NCc1ccco1)N(Cc1ccco1)C(=O)CNS(=O)(=O)c1ccccc1 (stereo unspecified),-0.4,-2.0,-0.5,-0.3,1.6,8.0,-3.5,-2.3,12.9,2.6
CC1(c2ccc3ccccc3c2)NC(=O)N(CC(=O)Nc2ncccc2O)C1=O (stereo unspecified),-8.6,-2.9,-1.3,i,0.0,nt,-6.2,-4.5,2.1,nt
Cc1ccc(-c2csc(Nc3ccccc3)[n+]2CCc2ccccc2)cc1,-12.6,-1.4,0.5,3.7,1.0,6.7,24.7&8.6,-0.4,18.0,-1.7
O=S(N1CCCCCC1)C12CC3CC(CC(C3)C1)C2 (stereo unspecified),-14.5,-5.3,1.9,i,nt,10.0,5.2,-0.7,26.9,4.4
COc1ccc(S(=O)(=O)N2CCCCCC2)cc1NC(=O)Cc1ccccc1F,-3.7,-0.1,2.1,i,0.6,13.1,1.7,-0.7,15.4,5.8
COc1ccc(C(c2nnnn2CC2CCCO2)N2CCN(c3ccc(F)cc3)CC2)cc1 (stereo unspecified),8.9,-2.7,0.4,0.0,nt,17.5,4.4,-0.4,20.7,-0.8
CCC(=O)N1c2ccc(S(=O)(=O)NC3CCCCC3)cc2CC1C (stereo unspecified),-4.1,0.0,-1.0,-0.2,0.8,-7.2,10.6,-0.6,11.6,-4.6
Cc1cc(C)n(C(=O)c2cccc([N+](=O)[O-])c2C)n1,-11.8,2.5,-1.0,-0.6,1.2,-3.6,8.7,?,-8.3,-0.3
N#Cc1nc(Cc2ccccc2)oc1NCc1cccnc1,-4.2,1.5,2.6,i,nt,13.2,-13.1,-0.8,2.8,-1.0
CCCCNC(=O)COC(=O)c1c2c(nc3ccccc13)/C(=C/c1cccs1)CC2,-16.9,25.1,-0.4,i,nt,8.2,-1.7,38.7*,13.1,1.6
C=C(C)CSc1nnc([C@@H](N)Cc2c[nH]c3ccccc23)o1,1.8,-2.4,0.5,i,nt,17.4,-2.4,?,0.0,-4.9
C=CCn1c(O)c(N=O)c2cc(C)ccc21,0.6,-2.0,-2.0,i,0.8,11.1,5.8,-0.7,7.9,-0.7

# Rewritten tab-delimited: entries from further up
compound	PriA SSB inh	Anthrax LF inh2	PfHsp40 yeast	BH1578 lux ind	TcdB GH inh	DUSP3 inh	CCHF vOTU inh	BoNT A protease	Yp Topo-I inh	3CLpro inhibitor
COc1cccc(OC)c1NC(=O)Cn1nc(C)c2ccccc2c1=O	-0.9	-2.6	1.6	i	0.7	24.0	-6.1	-0.5	3.9	6.3
C(=N/Nc1nccs1)/c1cccnc1	nt	3.6	0.4	-0.5	0.2	15.4	-1.6	-0.6	-2.4	3.6
COc1cccc(OCCNS(=O)(=O)c2ccccc2[N+](=O)[O-])c1	8.4	-10.7	0.2	1.0	1.7	nt	0.3	0.1	-1.2	nt

# Additional structures follow:
SMILES,PriA SSB inh,Anthrax LF inh2,PfHsp40 yeast,BH1578 lux ind,TcdB GH inh,DUSP3 inh,CCHF vOTU inh,BoNT A protease,Yp Topo-I inh,3CLpro inhibitor
C#CCOCCOCCOCCNc1nc(N2CCOCC2)nc(N2CCN(C(=O)[C@H](CC(N)=O)n3cc(C(N)[C@@H](C)CC)nn3)CC2)n1 (stereo partly specified),-1.3,6.3,-1.4,-0.3,-0.6,nt,-5.2,0.1,9.8,nt
CCCN1C(=O)C2(SC(NC(C)=O)=NN2C(C)=O)c2cc(C)cc(C)c21 (stereo unspecified),4.0,-11.3,0.6,i,4.3,13.1,4.6,4.6,7.2,7.6
O=C(OCc1ccccc1)N1CCC2CC1c1ccc(/C=C/CCCCl)cc12 (stereo unspecified),nt,-2.4,nt,nt,0.2,nt,17.8,0.7,nt,nt
Cc1cc(NC(=O)Nc2ccc3c(ccn3C)c2)sn1,10.1,-18.7,-0.7,i,0.8,nt,13.0,0.4,3.2,nt
Cc1c(NC(=O)C(C)OC(=O)C23CC4CC(CC(Br)(C4)C2)C3)c(=O)n(-c2ccccc2)n1C (stereo unspecified),-1.7,5.0,0.3,i,-1.1,13.9,-4.6,-0.6,-1.8,0.6
COC(=O)CCCC(=O)N1CCCC(C(=O)c2ccc(-c3ccccc3)cc2)C1 (stereo unspecified),1.8,1.3,0.0,0.0,1.6,-11.8,12.1,2.7,30.5,-5.6
O=C(Nc1ccccc1F)c1ccccc1-c1ccccc1,-14.9,1.6,1.2,-0.6,2.6,4.6,-6.3,0.3,3.7,1.9
CC1(C)CC(=O)NC=C(c2ccccc2)C1,-0.2,-4.7,1.0,i,nt,18.2,15.5,-0.6,-2.3,1.6
Cc1cc(C(=O)N2CCCC(N3CCN(c4cccc(C(F)(F)F)c4)CC3)C2)nn1C (stereo unspecified),-0.4,-0.9,-0.9,i,0.7,-3.6,8.1,0.3,20.0,-5.6

# These rows are one share of the data; rates above refer to the full screens.
